BLM inh = Bloom syndrome helicase (human) inhibition | P54132 | Potency, µM (highest dose often 56.1 µM), inactives show top-dose activity change, negative = inhibition, hits mostly inhibitors | hit rate 0.2% among 350,000 | recombinant BLM DNA unwinding, fluorescence dequenching;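 further: potency means the concentration at half of the fitted maximal effect; plate controls were vehicle for no effect and no enzyme for full effect; nearly all actives have a fitted effect of over 35% in size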
POLH inh = DNA polymerase eta (human) inhibition; Potency, µM (highest dose often 114 µM), for the others: at the highest dose activity change, negative = inhibition, hits mostly inhibitors; recombinant Pol eta, fluorescent DNA replication assay; hit rate 1.2% among 390,000; further: potency means the concentration at half of the fitted maximal effect; on the % scale 0 is the no-effect control and ±100 the full control effect
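Pol eta at 10 nM preincubated with compounds 15 min at room temperature; reaction started with fluorescent substrate (50 nM final) and read kinetically at 0 and 10 min.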
Pol iota inh = blocks human DNA polymerase iota activity; Pol iota fluorescent replication assay, 10 min; hit rate 1% among 390,000; Potency, µM (doses to about 115 µM), inactives show top-dose activity, negative = inhibition, actives largely listed as inhibitors; further: potency means the concentration at half of the fitted maximal effect
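Fluorescent replication assay read twice, at 0 min and 10 min after adding 50 nM (final) substrate. Enzyme (10 nM) and compounds were first incubated 15 min at room temperature; enzyme-free buffer wells were negative controls.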
RXFP1 antag = antagonists of human relaxin receptor RXFP1; AID 1259400; Q9HBX9; HEK293-RXFP1, relaxin-stimulated cAMP HTRF, 30 min; stronger effect = lower value; hit rate 0.59% among 350,000; activity change, negative = inhibition, % at 57.5 µM;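 active means activity change of -60% or lower, but not beyond a set lower limit; inconclusive means change between -60% and -40%, or beyond the set limit; inactive means change above -40%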; further: on the % scale 0 is the no-effect control and ±100 the full control effect
Target sequence (Q9HBX9 whole entry, looked up): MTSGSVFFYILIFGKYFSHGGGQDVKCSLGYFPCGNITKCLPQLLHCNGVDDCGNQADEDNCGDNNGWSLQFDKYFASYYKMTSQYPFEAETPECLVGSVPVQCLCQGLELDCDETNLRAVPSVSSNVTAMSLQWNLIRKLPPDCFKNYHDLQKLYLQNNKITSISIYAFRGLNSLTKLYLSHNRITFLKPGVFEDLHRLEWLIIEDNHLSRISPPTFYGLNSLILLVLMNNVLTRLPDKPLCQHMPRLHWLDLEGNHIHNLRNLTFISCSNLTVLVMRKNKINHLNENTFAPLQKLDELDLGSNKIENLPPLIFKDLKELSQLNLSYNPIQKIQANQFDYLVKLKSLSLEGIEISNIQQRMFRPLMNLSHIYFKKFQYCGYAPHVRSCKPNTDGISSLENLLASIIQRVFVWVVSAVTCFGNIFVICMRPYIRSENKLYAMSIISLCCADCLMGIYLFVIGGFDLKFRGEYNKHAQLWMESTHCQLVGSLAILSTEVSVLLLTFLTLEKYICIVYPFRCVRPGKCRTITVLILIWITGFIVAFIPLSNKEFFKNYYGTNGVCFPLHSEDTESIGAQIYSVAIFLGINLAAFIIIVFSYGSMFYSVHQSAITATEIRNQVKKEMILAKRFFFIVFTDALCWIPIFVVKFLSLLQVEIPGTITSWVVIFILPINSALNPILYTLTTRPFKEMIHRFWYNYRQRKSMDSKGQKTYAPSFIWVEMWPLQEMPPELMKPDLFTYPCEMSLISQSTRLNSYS
PGK inhibitor = inhibitors of T. brucei phosphoglycerate kinase | P07378 | PGK/GAPDH coupled, Kinase-Glo luminescence, 60 min | hit rate 0.043% among 380,000 | Potency, µM (doses to about 57.5 µM), without a hit: at the top dose activity change, negative = inhibition, most hits filed as inhibitors; further: potency means the concentration at half of the fitted maximal effect; on the % scale 0 is the no-effect control and ±100 the full control effect; nearly all actives have a fitted effect of over 60% in size
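Recombinant glycosomal PGK reaction used 1,3-bisphosphoglycerate generated in-well by GAPDH (100nM final) in 100mM TEA pH 7.6, 5mM MgCl2, 0.01% Tween-20. After 60 minutes at room temperature, ATP was read by Kinase-Glo Plus luminescence end-point.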
APEX1 inh = inhibitors of human APE1 endonuclease. AID 2517. P27695. hit rate 0.35% among 350,000. Potency, µM (doses to about 65.8 µM), inactives show at the top dose activity change, negative = inhibition, most hits filed as inhibitors. recombinant APE1, TAMRA/BHQ-2 abasic DNA cleavage fluorescence;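 further: potency means the concentration at half of the fitted maximal effect; plate controls were vehicle for no effect and reference inhibitor for full effect; nearly all actives have a fitted effect of over 55% in size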
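Readout is kinetic fluorescence (ex 525, em 598 nm) from cleavage of 50 nM TAMRA/BHQ-2 THF abasic duplex by 0.75 nM APE1, compound added 15 min beforehand at RT.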
Apoferritin bind = candidate novel general anesthetic via apoferritin binding. P02791. apoferritin/1-aminoanthracene competitive binding, fluorescence. Potency, µM (doses to about 77.5 µM), without a hit: top-dose activity change, negative = displacement, most hits filed as inhibitors. hit rate 0.074% among 350,000. AID 485281; further: potency means the concentration at half of the fitted maximal effect; on the % scale 0 is the no-effect control and ±100 the full control effect; nearly all actives have a fitted effect of over 20% in size
Target sequence (P02791 2-175 limits assumed): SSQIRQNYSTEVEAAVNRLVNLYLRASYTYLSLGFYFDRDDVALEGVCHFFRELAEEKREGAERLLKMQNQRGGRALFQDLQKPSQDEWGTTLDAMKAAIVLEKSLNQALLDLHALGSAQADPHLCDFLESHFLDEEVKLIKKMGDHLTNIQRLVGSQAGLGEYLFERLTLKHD
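Apoferritin-based anesthetic binding model; compound displacement of fluorescent 1-AMA measured as endpoint fluorescence after 10 minutes at room temperature, scaled to free-ligand and complex controls.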
Pol beta inh = blocks human DNA polymerase beta activity | P06746 | Pol beta primer extension/strand displacement, fluorescence kinetic | Potency, µM (doses to about 114 µM), inactives show at the highest dose activity change, negative = inhibition, most hits filed as inhibitors | hit rate 1.3% among 340,000; further: potency means the concentration at half of the fitted maximal effect; on the % scale 0 is the no-effect control and ±100 the full control effect
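10 nM enzyme + cpd, 15 min RT; start with substrate 50 nM final; read 0 min and after 10 min RT. Corrected, normalized data; 4-parameter Hill curve fit.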
POLK inh = inhibitors of human DNA polymerase kappa. Q9UBT6. purified Pol kappa, fluorescent DNA synthesis assay, 10 min. Potency, µM (series often up to 107 µM), for inactives: top-dose activity, negative = inhibition, usual class: inhibitors. hit rate 0.53% among 400,000. AID 588579; further: potency means the concentration at half of the fitted maximal effect; on the % scale 0 is the no-effect control and ±100 the full control effect
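Here, compound and 10 nM enzyme are combined for 15 min at room temperature; adding 50 nM substrate (final) starts DNA synthesis, tracked by fluorescence at 0 and 10 min against buffer-only wells.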
Active calls of the source: *; i = inactive; ? = inconclusive; . = not tested or not shown; [ ] = remark or other dose. Unless noted, the call rests on the fitted dose curve; in most records, active means well fitted curve in the direction sought with a large enough effect; inconclusive means small, poorly fitted or top-dose-only effect, or another doubt; inactive means no such curve, though single readings can be large; an effect the other way counts as inactive or inconclusive.

SMILES	BLM inh	POLH inh	Pol iota inh	RXFP1 antag	PGK inhibitor	APEX1 inh	Apoferritin bind	Pol beta inh	POLK inh
Cc1ccc(/C=C/c2onc(C)c2S(=O)(=O)N2CCC(C(=O)NC(C)(C)C)CC2)cc1	-5%	-7%	4%	7	-12%	13%	?	0%	-4%
CCOC(=O)N1CCC(Nc2ncnc3c2cnn3-c2ccccc2)CC1	-1%	3%	12%	1	-3%	-4%	-12%	15%	-8%
C[C@H](CO)N1C[C@H](C)[C@@H](CN(C)C(=O)Nc2ccc(C(F)(F)F)cc2)Oc2ccc(NC(=O)Nc3ccc4c(c3)OCO4)cc2C1=O	.	-7%	-6%	.	i	-1%	.	.	-32%
CC(C)(C)c1ccc(N2C(=O)CSC2c2cccnc2)cc1 (stereo not drawn)	-2%	-6%	-28%	-13	-10%	-4%	3%	1%	0%
O=C(COC(=O)COc1ccccc1)NCc1ccco1	.	-4%	15%	-13	4%	-3%	.	.	1%
CC1=C(C(=O)c2ccccc2)C(c2cccc([N+](=O)[O-])c2)NC(=S)N1 (stereo not drawn)	-3%	1%	12%	-2	0%	-5%	-10%	-1%	-3%
CCCCc1nnc(NC(=O)CCN2C(=O)C3CC=CCC3C2=O)s1 (stereo not drawn)	.	-2%	33%[activator]	-2	i	10%	.	.	9%
COc1cccc(NC(=O)CSc2ccc3nnc(-c4cccnc4)n3n2)c1	3%	-15%	63%[activator]	16	-3%	22%	-6%	12%	-15%
COc1ccc(CCN(C)C(=O)c2cc(-c3ccc(C)cc3)nc3ccccc23)cc1OC	.	-10%	4%	-24	-3%	.	.	.	-12%
O=C1Nc2ccccc2C(O)(C(=O)NC2CC2)N1c1ccc(Cl)c(Cl)c1 (stereo not drawn)	0%	-14%	19%	10	-1%	-3%	-9%	12%	-4%
Cc1ccc(CNC(=O)c2ccc3c(O)c(S(=O)(=O)c4ccccc4)c(=O)[nH]c3c2)cc1	1%	1%	10%	-7	-2%	.	-1%	2%	-8%
O=C(NNC(=O)C1CC1c1ccccc1)Nc1cccc(Cl)c1 (stereo not drawn)	-2%	1%	33%	-6	-6%	-2%	?	3%	-2%

Three entries out of the list above, ordered by the value under BLM inh, highest first:
mol | BLM inh
COc1cccc(NC(=O)CSc2ccc3nnc(-c4cccnc4)n3n2)c1 | 3%
Cc1ccc(CNC(=O)c2ccc3c(O)c(S(=O)(=O)c4ccccc4)c(=O)[nH]c3c2)cc1 | 1%
CC(C)(C)c1ccc(N2C(=O)CSC2c2cccnc2)cc1 (stereo not drawn) | -2%

Next section:
SMILES	BLM inh	POLH inh	Pol iota inh	RXFP1 antag	PGK inhibitor	APEX1 inh	Apoferritin bind	Pol beta inh	POLK inh
COc1ccccc1CNC(=O)C1CCC(CNS(=O)(=O)c2ccc3c(c2)CCCC(=O)N3)CC1 (stereo not drawn)	-2%	-16%	-9%	.	-3%	.	-12%	?	-11%
COc1ccc(-c2nc3n(c2C)CCC3)cc1	1%	-15%	50%[activator]	-9	-10%	-3%	-16%	9%	2%
N#CC(C(=O)NC1CCCCC1)c1nc2ccccc2nc1N1CCN(c2ccccc2F)CC1 (stereo not drawn)	2%	0%	15%	0	-4%	-4%	?	8%	-16%
Cc1ccc(N(Cc2cccs2)C(=O)c2ccc(Br)o2)cc1	-11%	-13%	11%	-85*	-4%	.	-2%	-8%	-24%
NC(=O)c1ccsc1NC(=O)c1cccs1	.	0%	35%[activator]	.	-4%	.	.	.	-2%
CC(C)[C@H](NC(=O)c1ccccc1Br)C(=O)OCc1nc2ccsc2c(=O)[nH]1	.	-6%	16%	2	6%	-9%	.	.	-4%
Cc1cc(S(=O)(=O)N2CCC3(CC2)OCCN3S(=O)(=O)c2cccs2)ccc1F	.	-24%	19%	12	-7%	3%	.	.	1%
COc1ccc(C(NC(C)=O)c2cc(Cl)c3cccnc3c2O)cc1 (stereo not drawn)	-3%	-15%	-2%	11	4%	13%	-14%	-1%	-4%
COc1ccc(-c2nc(CS(=O)CC(=O)NCCc3ccccc3)c(C)o2)cc1OC (stereo not drawn)	1%	-10%	?	-4	i	.	-4%	1%	-3%
CC1CN(CC(O)COC(c2ccc(Cl)cc2)c2ccc(Cl)cc2)CC(C)O1 (stereo not drawn)	-16%	-14%	-6%	?	-9%	-1%	-6%	-24%	-9%
O=C(Nc1ccc2c(c1)OCO2)c1cc(-c2ccc(Br)cc2)on1	-4%	-5%	-26%	2	i	.	10%	-6%	1%
CCc1ccc(NC(=O)C2(c3cccs3)CCOCC2)cc1	-1%	-7%	8%	.	-2%	.	2%	5%	-10%[60.1 µM]
COC(=O)Cc1c(C)nc2nc[nH]n2c1=O	-6%	5%	3%	-4	-7%	-6%	38%[activator]	0%	-1%
CC(C)N(C(=O)c1ccc(-c2ccccc2F)cc1)C(C)C	-5%	-19%	40%[activator]	-14	1%	0%	?	5%	-5%
CCn1c(-c2ccc(-c3ccccc3)cc2)c[nH]c1=S	-2%	-3%	?	-10	0%	-12%	421%[activator]	4%	-4%
O=C(NCc1ccc2c(c1)OCO2)c1nnc(Cc2ccc(F)cc2)o1	-1%	-5%	18%	.	-8%	-2%	?	-10%	-7%
CN1CCNC(=O)C1CC(=O)NCCc1ccccc1F (stereo not drawn)	-12%	-8%	49%[activator]	4	-6%	14%	-8%	26%	-3%
CCN(CC)C(=O)CSc1nc2ncc(Br)cc2[nH]1	1%	-12%	9%	2	-1%	4%	-8%	5%	-5%
O=C(NCc1ccccc1Cl)C1CCCN(C(=O)c2cnn(-c3ccc(F)cc3)c2-n2cccc2)C1 (stereo not drawn)	-2%	-11%	14%	.	5%	.	3%	4%	0%
COc1ccc(CNC(=O)COC(=O)c2cc(-c3ccc(Cl)s3)nc3ccccc23)cc1	1%	-15%	-3%	1	i	-7%	-6%	0%	3%
CCOc1ccc(N2CC(C(=O)OC)CC2=O)cc1 (stereo not drawn)	-4%	-13%	-1%	-11	-1%	2%	-2%	-7%	3%
Cc1c(NC(=O)C(C)OC(=O)C(NC(=O)c2ccco2)C(C)C)c(=O)n(-c2ccccc2)n1C (stereo not drawn)	1%	-9%	2%	7	-7%	-3%	11%	19%	-4%
COc1cc(NC(=O)c2cc3ccccn3n2)cc(OC)c1OC	-5%	-17%	53%[activator]	-4	i	.	-3%	-21%	-31%
CCOc1ccc(C2C(C(=O)Nc3ccccc3C)=C(C)Nc3nnnn32)cc1 (stereo not drawn)	0%	-16%	14%	-5	-4%	.	-5%	1%	-17%
CCOC(=O)/C(C#N)=C\c1ccc(OCC(=O)Nc2ccc(C)cc2C)c(OC)c1	1%	11%	18%	1	-4%	8%	-16%	22%	-1%
Cc1cc(NC(=O)Nc2cccs2)no1	-9%	-10%	10%	-4	0%	-5%	-3%	?	-8%
O=C(COC(=O)c1ccc(Br)cc1)Nc1cccnc1Cl	.	-22%	36%[activator]	7	0%	9%	.	.	-8%
COc1ccc(NC(=O)CC2C(=O)N(C)C(=S)N2Cc2ccc3c(c2)OCO3)cc1 (stereo not drawn)	-4%	-9%	22%	-7	-1%	13%	2%	1%	-20%
NS(=O)(=O)c1ccc(-c2ccc(C=C3C(=O)c4ccccc4C3=O)o2)cc1	-3%	-2%	?	.	-10%	33%	-13%	25%	5%
COc1cc(/C=C/C(=O)Nc2cc(S(=O)(=O)N3CCOCC3)ccc2N2CCCC2)cc(OC)c1OC	-5%	-6%	10%	8	3%	-5%	?	-6%	0%
NC(=O)C1CCN(C(=O)c2ccc3nc(N4CCCCC4)sc3c2)CC1	-5%	-10%	57%[activator]	-13	-7%	4%	1%	6%	-5%
CC(C(=O)Nc1cc(C(F)(F)F)ccc1Cl)n1nnc2sc3c(c2c1=O)CCCC3 (stereo not drawn)	-2%	.	?	-15	.	.	-5%	31%	5%
O=C(NC1CCN(S(=O)(=O)c2ccc(Cl)c(F)c2)CC1)c1cccnc1	-6%	-5%	20%	-5	i	-12%	-10%	58%	2%
COc1cc(OC)cc(C(=O)N[C@H](C(=O)Nc2c(C)n(C)n(-c3ccccc3)c2=O)C(C)C)c1	.	-7%	28%	4	-6%	12%	.	.	-10%
CCN(CC)S(=O)(=O)c1ccc(N2CCOCC2)c(NC(=O)CN2C(=O)NC(C)(c3ccccc3)C2=O)c1 (stereo not drawn)	.	-11%	56%[activator]	16	i	-4%	.	.	2%
CCOc1ccc(C(=O)OCc2nnc(-c3cccs3)o2)cc1OC	-3%	11%	18%	-2	-2%	-2%	-20%	6%	-16%
C=CCn1c(=NC(=O)c2cc(Cl)sc2Cl)sc2cc(S(N)(=O)=O)ccc21	-4%	-14%	-11%	.	-1%	4%	-21%	23%	3%
Cn1cc(-c2nnnn2-c2ccc(Cl)cc2)c(C(F)(F)F)n1	-2%	4%	6%	2	-3%	2%	-1%	2%	-1%
COc1cccc(OC)c1C(=O)O/N=C(\N)c1ccncc1	-3%	5%	118%[activator]	18	-4%	17%	5%	25%	-11%
CCN(CC)CCCNc1nc(-n2nc(C)cc2C)nc2sc3c(c12)CC(C)(C)OC3	-11%	-7%	186%[activator]	-3	8%	0%	-10%	-1%	1%
CSc1ccccc1OCc1cc(C(=O)NCc2cnc(C)cn2)no1	-2%	-23%	31%[activator]	-2	7%	11%	?	21%	-7%
COc1ccc(OC)c(NC(=O)C(CC(=O)O)Cc2ccc(Cl)cc2)c1 (stereo not drawn)	2%	-1%	-7%	-33	0%	-5%	-1%	2%	-17%
Cc1ccc(S(=O)(=O)N2CCOC2CNC(=O)C(=O)NCC(C)C)cc1 (stereo not drawn)	-1%	5%	-12%	-4	5%	41%	-10%	-18%	-11%
Cc1cccc(N2C(=O)CSC23CCCCC3)c1	-3%	-6%	-15%	6	3%	-1%	?	-5%	-17%

Gathered by group, the compounds so far with a cyano group (2)
SMILES	BLM inh	POLH inh	Pol iota inh	RXFP1 antag	PGK inhibitor	APEX1 inh	Apoferritin bind	Pol beta inh	POLK inh
N#CC(C(=O)NC1CCCCC1)c1nc2ccccc2nc1N1CCN(c2ccccc2F)CC1 (stereo not drawn)	2%	0%	15%	0	-4%	-4%	?	8%	-16%
CCOC(=O)/C(C#N)=C\c1ccc(OCC(=O)Nc2ccc(C)cc2C)c(OC)c1	1%	11%	18%	1	-4%	8%	-16%	22%	-1%

Screening data (PubChem)

Only part of the results is shown; rates above refer to the full screens.
